DUSP3 inh – VHR1 (DUSP3) phosphatase inhibition. P51452. recombinant VHR phosphatase, colorimetric substrate read-out. inhibition, % at 20 µM. actives 0.7% (n = 50,000). AID 1992; in the data active means inhibition above about 60%; further: some results filed as inactive read as strong as hits
Target sequence (P51452 whole entry, looked up): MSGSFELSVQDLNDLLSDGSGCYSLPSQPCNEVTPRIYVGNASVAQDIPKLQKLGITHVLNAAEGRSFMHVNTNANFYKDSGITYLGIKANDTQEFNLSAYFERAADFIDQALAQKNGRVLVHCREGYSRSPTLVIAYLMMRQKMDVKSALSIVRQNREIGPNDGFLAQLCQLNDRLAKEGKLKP
Numbers without * were called inactive.

Start of the listing, in advance (three entries):
Structure	DUSP3 inh
CCOc1ccc(NC(=O)C2=C(C)NC(=O)NC2c2cc(OC)ccc2OC)cc1 (centres undefined)	-7.7
Cc1onc(-c2c(Cl)cccc2Cl)c1C(=O)NCc1ccncc1	12.4
N#CCC(=O)NNCc1cc(-c2ccccc2)n(-c2ccccc2)c1-c1ccccc1	-6.9

All compounds of this part, repeating the preview:
Structure	DUSP3 inh
CCOc1ccc(NC(=O)C2=C(C)NC(=O)NC2c2cc(OC)ccc2OC)cc1 (centres undefined)	-7.7
Cc1onc(-c2c(Cl)cccc2Cl)c1C(=O)NCc1ccncc1	12.4
N#CCC(=O)NNCc1cc(-c2ccccc2)n(-c2ccccc2)c1-c1ccccc1	-6.9
O=C(O)CN1C(=O)/C(=C/c2ccccc2OCc2ccc([N+](=O)[O-])cc2)SC1=S	6.3
O=C(O)Cc1c[nH]c2ccc(O)cc12	24.2
Cc1ccc(/C=C2\SC(N3CCC(C)CC3)=NC2=O)o1	56.1
CS(=O)(=O)N(CC(O)Cn1c2ccccc2c2ccccc21)c1ccccc1 (centres undefined)	33.6
CCOC(=O)c1ccc(NC(=O)c2ccc(S(=O)(=O)N(C)C)cc2)cc1	-2.9
c1cc2c(c(NCc3ccncc3)c1)CCCC2	-4.2
CN(C)CCCN1C(=O)CSC1c1cccc(Cl)c1 (centres undefined)	-21.5
C=CCOC(=O)C1=C(C)NC(C)=C(C(=O)OCC=C)C1c1ccco1	-26.2
COc1ccc(C(NC(=O)c2ccccc2OC)c2ccc(OC)c(OC)c2)cc1OC	-8.9
Cc1ccc(NC(=O)CN(c2ccc(C(C)C)cc2)S(=O)(=O)c2ccccc2)c(C)c1	-27.1
Cc1ccc2oc(-c3cc(N)ccc3O)nc2c1	17.8
O=C(Nc1ccccc1C(F)(F)F)c1ccc(-c2cccc(Cl)c2)o1	-22.3
NC(=O)c1cccc(N=Cc2c(O)ccc3ccccc23)c1	1.0
CC(=O)Nc1ccccc1C(=O)N1CCN(c2ccccc2)CC1	-6.3
COc1ccccc1CN1CCN(Cc2ccc([N+](=O)[O-])cc2)CC1	-0.7
Oc1ccccc1C(=S)N1CCCC1	11.0
CCc1c(C)sc(NC(=O)C(C)Oc2cccc(Cl)c2)c1C(N)=O (centres undefined)	11.2

Reprinted from the part before: two compounds; new compounds follow.
Structure	DUSP3 inh
Oc1ccccc1C(=S)N1CCCC1	11.0
CCc1c(C)sc(NC(=O)C(C)Oc2cccc(Cl)c2)c1C(N)=O (centres undefined)	11.2
CC(=O)Nc1cc([N+](=O)[O-])ccc1Nc1ccccc1	-36.5
Cc1nc2cc(N=Cc3ccccc3O)ccc2n1C	-20.7
CCOC1=NC(C(F)(F)F)(C(F)(F)F)N=C(N=C(SC)SC)O1	-3.5
Cc1ccc(C(C)C)c(OCC(=O)Nc2ccc(O)c(-c3nc4ccccc4o3)c2)c1	54.9
O=C(NCCCNc1ccc([N+](=O)[O-])cc1)c1cccc(Br)c1	13.2
CC(C)=CC/C=C1\CCC2C(=O)N(c3ccccc3)C(=O)C2C1 (centres undefined)	10.5
O=C(Oc1ccc(/C=N/NC(=O)C(O)c2ccccc2)cc1)c1cccs1 (centres undefined)	-48.1
O=C(Oc1ccc(NS(=O)(=O)c2ccccc2)cc1)c1ccc(Cl)cc1	-20.4
O=C(NCCOc1ccc(Cl)cc1)c1ccc([N+](=O)[O-])cc1	-37.4
COC(=O)/C=C1/N/C(=N/c2nc3ccccc3s2)NC1=O	-2.8
Cc1sc(NC(=O)c2sc3ccccc3c2Cl)c(C#N)c1C	-8.1
CC(C)Sc1nc2ccc(N3C(=O)c4ccccc4C3=O)cc2s1	-0.8
O=C(c1ccc(Cl)cc1)N1CCN(c2ccc([N+](=O)[O-])cc2C(F)(F)F)CC1	-16.0
Cc1cccc(-n2c(C)cc(/C=N/NC(=O)c3ccc(CN4CCOCC4)cc3)c2C)c1	-31.0
O=[N+]([O-])c1ccc(NC(=S)Nc2ccc(F)cc2)c(O)c1	3.3
COc1ccc(-c2cc(-c3ccccc3)nc(N/N=C/c3ccc(O)c(C)c3O)n2)cc1	-5.7
c1csc(-c2csc(-c3nc(-c4cccs4)cs3)n2)c1	-17.5
O=C(Nc1ccccc1C(=O)NC(Cc1ccc(O)cc1)C(=O)O)c1ccccc1 (centres undefined)	-21.3
O=C(Nc1nc2ccc(Cl)cc2s1)c1ccc(Br)s1	24.8
COc1cc(C=C2C(=O)NC(=O)NC2=O)cc(Cl)c1OC(C)C	0.4

More compounds:
Structure	DUSP3 inh
CC(=O)c1cccc(NC2C=CS(=O)(=O)C2)c1 (centres undefined)	12.6
COc1ccc(NC(=O)c2ccccc2N)cc1	4.7
O=C(NC(NC(=O)c1ccco1)c1ccc(Br)cc1)c1ccco1	-10.6
COc1ccc2oc(=O)c(-c3csc(N/N=C/c4ccco4)n3)cc2c1	44.5
CCCCOc1ccc(Cc2c(O)nc(N)[nH]c2=O)cc1	-0.9
FC(F)(F)c1ccc2nnc(-c3cccc(OCc4ccccc4)c3)n2c1	24.5
Cn1c(/C=C/c2cccnc2)nc2ccccc2c1=O	0.8
CCc1ccccc1NC1=NS(=O)(=O)c2cc([N+](=O)[O-])ccc21	-10.6
CC1(C)CC(=NOC(=O)N2c3ccccc3C=Cc3ccccc32)CC(C)(C)N1	-7.0
O=C(/C=C/c1ccc(F)cc1)NC(=S)Nc1cccc(O)c1	-46.6
O=C(COc1ccc(Cl)cc1Cl)Nc1nnc(-c2ccco2)s1	-34.2
O=C(Nc1ccccc1C(F)(F)F)c1cc(I)ccc1Cl	13.9
CCc1ccc(NCCC(=O)c2ccc(Br)cc2)cc1	-10.6
COc1ccc(NC(c2ccccc2)c2ccncc2)cc1 (centres undefined)	-1.7
COc1ccc(OC)c(N(CC(=O)N/N=C/c2ccc(OC3CSC3)cc2)S(=O)(=O)c2ccccc2)c1	-18.8
Cc1ccc(C(=O)c2ccc(Br)cc2)cc1S(=O)(=O)Nc1cccc(C(=O)O)c1	34.0
CCc1ccc(-n2c(C)cc(C=C(C#N)C#N)c2C)cc1	-2.9
COc1cccc(NC(=O)C2c3ccccc3Oc3ccccc32)c1	-5.9
CN1CCN(C(=O)c2ccccc2NC(=O)c2ccc(Cl)cc2Cl)CC1	-18.1
NC(=O)c1c(NC(=O)c2cc3cc(Br)ccc3oc2=O)sc2c1CCCC2	1.8

A few values from the results shown:
COc1ccc(OC)c(N(CC(=O)N/N=C/c2ccc(OC3CSC3)cc2)S(=O)(=O)c2ccccc2)c1 @ DUSP3 inh: -18.8
CCc1ccccc1NC1=NS(=O)(=O)c2cc([N+](=O)[O-])ccc21 @ DUSP3 inh: -10.6
COc1ccc(NC(=O)c2ccccc2N)cc1 @ DUSP3 inh: 4.7
O=C(/C=C/c1ccc(F)cc1)NC(=S)Nc1cccc(O)c1 @ DUSP3 inh: -46.6
CCc1ccc(-n2c(C)cc(C=C(C#N)C#N)c2C)cc1 @ DUSP3 inh: -2.9

Continued:
Structure	DUSP3 inh
c1ccc(CNCC2COc3ccccc3O2)cc1 (centres undefined)	-37.3
CCC(C)NC(=O)/C(=C\c1ccc(OC(C)=O)c(OC)c1)NC(C)=O (centres undefined)	4.0
CC(C)(C)c1cc(C(=O)N/N=C/c2ccc(Br)cc2)n[nH]1	19.1
O=C(CSc1nsc(SCC(=O)N2CCCCC2)n1)N1CCCCC1	-29.9
COC(=O)c1cc(C(=O)N2CCCC2)cc([N+](=O)[O-])c1	15.1
COc1ccc(C2CC(c3ccc(C)cc3)=NN2C(C)=O)cc1 (centres undefined)	-4.7
CSc1ccc(/C=C(\NC(=O)c2ccc(C)cc2)C(=O)Nc2cccc(C)c2)cc1	-1.9
COc1ccc(N(CC(=O)Nc2ccccc2)S(C)(=O)=O)cc1Cl	1.4
O=C(CCN1C(=O)/C(=C\c2cccs2)SC1=S)Nc1cccc(C(F)(F)F)c1	-2.9
COc1ccc2oc(-c3ccccc3)c(C(=O)N3CCOCC3)c2c1	-1.6
O=C1NN(c2ccc(Cl)cc2)C(=O)/C1=C\c1cc(Cl)cc(Br)c1O	17.0
CCc1cc(=O)oc2cc(OCC(=O)c3ccc(-c4ccccc4)cc3)ccc12	21.7
Cc1cccc(NC(=O)C2C(C(=O)O)C3C=CC2C32CC2)c1 (centres undefined)	-7.4
Cc1ccc([N+](=O)[O-])cc1-c1ccc(/C=C(\C#N)c2nc3ccccc3[nH]2)o1	-3.5
Cc1ccc(C(=O)/C(=C\c2ccc(F)cc2)c2nc3ccccc3o2)cc1	4.6
Cc1ccccc1OCCNc1cc(N2CCCC2)ccc1[N+](=O)[O-]	10.6
O=C(Nc1c(F)c(F)c(F)c(F)c1F)C1CCCO1 (centres undefined)	-7.9
O=C(O)CN1C(=O)/C(=C\c2cc([N+](=O)[O-])cc(Br)c2O)SC1=S	-6.2
O=C(c1ccccc1I)n1cccn1	2.6
COC(=O)c1c(N)sc2c1CCC(c1ccccc1)C2 (centres undefined)	11.5

(continued)
Structure	DUSP3 inh
O=C(c1ccncc1)N1CCN(C(=O)c2cccc(Cl)c2)CC1	19.0
O=C(/C=C/c1cccnc1)c1ccc(NC(=O)c2ccccc2F)cc1	-41.3
Clc1ccc(/C=N/n2cnnc2)cc1	-9.2
Cc1c(C(=O)O/N=C(\N)c2ccccn2)cccc1[N+](=O)[O-]	13.1
Cc1ccccc1C1(c2ccccc2C)CC1C(=O)Nc1cccc([N+](=O)[O-])c1 (centres undefined)	4.9
COc1ccccc1CNC(=O)CN(c1cccc([N+](=O)[O-])c1)S(=O)(=O)c1ccccc1	-3.8
CN=C1S/C(=C\c2ccc(I)o2)C(=O)N1C	-0.2
N#CCCn1c(=S)oc2ccccc21	-2.7
Cc1ccc2nc(Nc3nc(C)cc(C)n3)[nH]c2c1	-0.8
COc1ccc(CN2CCN(C(=O)c3cccc(F)c3)CC2)c(OC)c1OC	10.8
CCOc1ccc(NS(=O)(=O)Cc2ccccc2)cc1	0.5
COc1cc(C=Nc2ccc(N=Cc3cc(Br)c(O)c(OC)c3)cc2)cc(Br)c1O	10.3
CCC(=O)N1c2ccccc2NC2=C(C(=O)CC(C)(C)C2)C1c1ccc(N(CC)CC)cc1 (centres undefined)	15.1
COc1ccc(C(=O)Oc2ccc3c(C)cc(=O)oc3c2C(C)=O)cc1	-3.8
CCOC(=O)CSc1nc(C)c(Cl)c(=O)[nH]1	-7.2
O=C(NCC1CCCO1)c1cc2nc(-c3ccc([N+](=O)[O-])cc3)cc(C(F)(F)F)n2n1 (centres undefined)	-15.2
C=CCn1c(NC(=O)c2cccs2)c(C(=O)OCC)sc1=S	13.7
Cc1ccc(CNC(=O)C(=O)Nc2ccc(Br)cc2)cc1	11.8
Cc1nc2cc(-c3ccc(Cl)cc3)nn2c(C)c1Cl	-45.9
O=C(NC(=S)Nc1ccccc1Cl)c1cccnc1	-14.7

More results follow:
Structure	DUSP3 inh
CCOc1cc(C(=O)Nc2ccc(Cl)cc2Cl)cc(OCC)c1OCC	-16.2
CCN(CC)CCCNC(=O)c1cc(C(=O)OC)cc([N+](=O)[O-])c1	4.2
CCOC(=S)N/C(=N/S(=O)(=O)c1ccc(C)cc1)c1ccccc1	-14.3
Cc1ccnc(NC(=O)CSc2nc3ccccc3s2)c1	7.5
O=C1NN(c2ccccc2)C(=O)/C1=C/c1ccc(-c2cccc(C(=O)O)c2)o1	-16.8
CCc1ccc(/C=C2/C(=O)NN(c3ccc(C)cc3)C2=O)cc1	-37.7
CCOC(=O)c1c(NC(=O)c2cccc(Cl)c2)sc(C(=O)Nc2ccc(OC)cc2OC)c1C	-7.4
CCOc1ccc(NC(=S)NC(=O)c2ccc(Br)cc2)c([N+](=O)[O-])c1	-49.8
CC1C(c2ccccc2)NC(c2ccccc2)C(C)C1(O)C#Cc1ccccc1 (centres undefined)	3.2
CCOC(=O)c1c(NC(=O)C2CC3CCC2C3)sc(C(C)=O)c1C (centres undefined)	-17.2
O=C(O)c1ccc2c(c1)C(=O)N(c1cc(C(=O)c3ccccc3C(=O)O)ccc1Cl)C2=O	-3.6
COc1cccc(/C=C2/SC(=O)N(CNc3ccc(Br)cc3C)C2=O)c1	19.6
Cc1cccc(C(=O)Nc2cc(-c3ccc(F)cc3)[nH]n2)c1	-8.7
COC(=O)c1c(N)sc2c1CCCCCC2	-12.9
CC1(C)CC(=O)C2=C(C1)Nc1ccccc1N1C(=O)c3ccccc3C21 (centres undefined)	-36.7
Cc1ccc(-n2cnc(N=CN(C)C)c2C(=O)c2ccccc2)cc1	-1.4
COC(=O)C(=C/C=C/c1cccnc1)C(=O)OC	1.7
COC(=O)c1c(C)oc2ccc(OC(=O)c3ccc(OC)c(OC)c3)cc12	-21.0
O=C1S/C(=C/c2ccc(Cl)c(Cl)c2)C(=O)N1c1ccccc1	-22.0
O=C1/C(=C/c2ccc(Br)o2)SC(=S)N1Cc1ccccc1	-1.1

Later entries:
Structure	DUSP3 inh
COc1ccc(-c2noc(C34CC5CC(CC(C5)C3)C4)n2)cc1	-4.2
Cc1ccc(OCC(=O)Nc2ccc(C)c(Cl)c2)c(C)c1	11.6
CCOC(=O)C1=C(C)NC(=O)NC1c1ccsc1 (centres undefined)	-4.9
Cc1nnc(N/N=C\c2ccc(C(F)(F)F)cc2)[nH]c1=O	-19.5
Cc1ccc(N2C(=O)CSC2c2ccc3c(c2)OCO3)cc1 (centres undefined)	-15.8
CC(C)=C1C2C=CC1C1C(=O)N(c3ccc(C)cc3[N+](=O)[O-])C(=O)C21 (centres undefined)	-11.3
CCn1c(-c2ccccc2Br)n[nH]c1=S	13.7
COCCOC(=O)C1=C(C)NC(=O)NC1c1ccc(C)s1 (centres undefined)	16.0
Cc1cc(C)c(C#N)c(SCC(=O)Nc2cccc(C)c2C)n1	-14.6
CCN(CC)S(=O)(=O)c1ccc(NC(=S)Nc2ccc(F)cc2)cc1	-0.5
O=C(O)CCC1NC(=S)N(c2ccccc2)C1=O (centres undefined)	-15.8

The list is partial, so the mix of outcomes need not match the whole.
